C-LANA FP = inhibitors of KSHV LANA C-terminal domain DNA binding; MBP-C-LANA/FAM-LBS DNA binding, fluorescence polarization; hit rate 0.078% among 340,000; inhibition, % at 9 µM; AID 504423;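 active means highest replicate inhibition at or above 60% at 9 µM, even if other replicates fall short; inactive means all replicates below 60% inhibition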;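 further: 0% = neutral control wells and 100% = 4 µM acridine orange control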
cardiac RTF act = increases calcium sensitivity of human cardiac regulated thin filaments; AID 493008; IANBD-labeled TnC RTF fluorescence at EC20 calcium; 0% EC20 calcium, 100% full calcium; hit rate 0.24% among 340,000; P19429+P45379; activation, % at 7.2 µM;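 active means activation above the mean over all tested compounds plus 3 SD, cut at about 30% in these data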;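 further: rise in fluorescence read as greater calcium sensitivity of cardiac thin filaments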
PKA-R2B activ = PKA-R2B complex activation | P22694+P31323 | PKA-R2B holoenzyme dissociation, Cy5-IP20 fluorescence polarization; R2B truncated from residue 108, S112A mutant; 0% DMSO only, 100% 113 µM cGMP | activation, % at 11.4 µM | hit rate 0.079% among 340,000;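 active means activation above a cutoff set at the mean over all compounds plus 3 SD, cut at about 18% in these data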;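 further: higher means more holoenzyme dissociation and a rise in polarization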
Target sequence (P31323 whole entry, looked up, other chains not shown, the tested form may be a part): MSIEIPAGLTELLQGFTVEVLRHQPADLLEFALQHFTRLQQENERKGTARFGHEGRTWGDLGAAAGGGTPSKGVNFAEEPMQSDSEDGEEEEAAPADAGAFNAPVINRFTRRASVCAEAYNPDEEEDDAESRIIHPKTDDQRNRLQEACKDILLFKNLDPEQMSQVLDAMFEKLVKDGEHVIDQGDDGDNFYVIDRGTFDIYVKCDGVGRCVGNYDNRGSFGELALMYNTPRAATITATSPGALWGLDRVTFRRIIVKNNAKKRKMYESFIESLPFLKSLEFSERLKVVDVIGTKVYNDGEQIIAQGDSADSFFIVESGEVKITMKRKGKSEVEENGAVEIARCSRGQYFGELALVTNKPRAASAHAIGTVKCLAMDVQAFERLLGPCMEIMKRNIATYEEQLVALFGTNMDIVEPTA
DAGLB inh = blocks human DAGLB lipase activity; Q8NCG7; AID 504411; hit rate 0.059% among 340,000; HEK293T DAGLB membrane lysate, EnzChek fluorogenic substrate; inhibition, % at 5.17 µM; in the data active means inhibition above about 34%;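 further: 0% = enzyme with vehicle and 100% = wells lacking enzyme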
CAL PDZ FP-1 = blocks peptide binding to the human CAL PDZ domain; inhibition, % at 24.9 µM; AID 602252; purified CAL PDZ, TMR-peptide fluorescence polarization, 1 h; hit rate 0.92% among 300,000;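 active means mean inhibition of at least 30% with at least half of replicates also reaching 30%; inconclusive means no clear call, values can overlap the other calls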;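 further: 0% = DMSO neutral control and 100% = excess unlabeled competitor peptide PRC23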
SR-BI uptake up = SR-BI HDL lipid transfer activation | CHO ldlA[mSR-BI] cells, DiI-HDL uptake fluorescence, 3 h; 100 = double the neutral-control signal | activation, % at 12.5 µM | hit rate 0.096% among 320,000 | AID 504775;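 active means mean replicate activation of at least 60% and every replicate at or above 60%; inconclusive means mean or all-replicate condition met, but not both; inactive means mean below 60% and not all replicates reaching 60%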;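 further: 0% = median plate neutral-control signal and 100% = twice that signal; values of inactives mirror those of a sister screen read the other way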
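Assay system: LDL receptor-deficient CHO ldlA cells overexpressing murine SR-BI / Medium: BSA-supplemented, HEPES-buffered Ham's F12, pH 7.4 / Probe or stimulus: DiI-labelled HDL at 10 µg/mL final / Timing: compound with DiI-HDL co-incubation, 3 h at 37 °C / Technique: bottom-read cell fluorescence after medium removal, ex 550/em 595 nm / Measure: HDL uptake via cellular fluorescence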
Keap1 Nrf2 FP = Keap1-Nrf2 (human) interaction inhibition; Q14145; Keap1 Kelch-Nrf2 peptide fluorescence polarization, 1536-well; inhibition, % at 9.4 µM; hit rate 0.15% among 340,000; in the data active means inhibition above about 12%; inconclusive means no clear call, values can overlap the other calls; inactive means below about 7.3%;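 further: human Keap1 Kelch domain with fluorescein labeled Nrf2 9mer peptide probe; 0% = neutral control wells and 100% = peptide positive control; higher means more block of Keap1 binding to Nrf2 peptide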
Cardiac RTF inh = cardiac RTF calcium desensitization. P19429+P45379. IANBD-labeled cardiac RTF, Ca2+ fluorescence. inhibition, % at 7.15 µM. hit rate 0.12% among 340,000. AID 493244;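 active means inhibition above the mean inhibition of all tested compounds plus 3 SD, cut at about 17% in these data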;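 further: assay run at fixed EC70 calcium of 1.6 mM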
CAL PDZ FP-2 = human CAL PDZ-peptide interaction inhibition; purified CAL PDZ, TMR-peptide fluorescence polarization, 1 h; Q9HD26; inhibition, % at 20 µM; hit rate 0.02% among 330,000; AID 504414;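 active means highest replicate inhibition of at least 40%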;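 further: plate controls were DMSO neutral control wells for no effect and unlabeled competitor peptide control wells for full effect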
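System: tagged CAL PDZ domain. Schedule: 1 h room-temperature incubation prior to read. Signal: fluorescence polarization (mP). Measure: percent inhibition from loss of millipolarization.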
Rtt109 HAT inh = inhibitors of Candida albicans Rtt109/Vps75 histone acetyltransferase; AID 540336; hit rate 0.16% among 330,000; inhibition, % at 34.9 µM; purified Rtt109/Vps75, ThioGlo CoA-SH fluorescence, 4 h;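 active means inhibition of at least 50% in every replicate; inconclusive means best replicate reaches 50% inhibition but some replicates fall short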
Target sequence (Q5AAJ8 whole entry, looked up): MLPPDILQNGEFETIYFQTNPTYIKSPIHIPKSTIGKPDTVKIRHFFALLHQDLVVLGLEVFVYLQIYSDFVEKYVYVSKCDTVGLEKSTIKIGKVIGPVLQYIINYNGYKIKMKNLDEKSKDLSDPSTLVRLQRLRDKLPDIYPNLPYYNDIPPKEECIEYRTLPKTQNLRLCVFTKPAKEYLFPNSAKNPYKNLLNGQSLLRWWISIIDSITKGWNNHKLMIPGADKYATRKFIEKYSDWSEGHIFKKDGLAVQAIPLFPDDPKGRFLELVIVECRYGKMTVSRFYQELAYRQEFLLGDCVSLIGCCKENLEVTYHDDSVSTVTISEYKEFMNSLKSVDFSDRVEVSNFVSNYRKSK
The depositor's hits bear a star; ? = inconclusive; . = no result given.

(1) Cc1ccc(C)c(CN2C(=O)c3ccccc3S(=O)(=O)c3ccc(C(=O)N4CCN(C)CC4)cc32)c1
(2) CCCn1c(=S)[nH]c2cc(C(=O)N3CCCC(C(=O)OCC)C3)ccc2c1=O (centres undefined)
(3) COc1ccc(/C=N/Nc2cc(N(C)C)nc(N(C)C)n2)cc1
(4) CCN(CC)S(=O)(=O)c1ccc2c(c1)nc(SCC(=O)N(C)C1CCS(=O)(=O)C1)n2CC (centres undefined)
(5) O=C(Cn1cnc2c(oc3ccccc32)c1=O)NCc1ccco1

Assay by compound	1	2	3	4	5
C-LANA FP	-0.8	-0.3	3.5	-0.4	1.5
cardiac RTF act	-9	-1	5	-6	-1
PKA-R2B activ	-1	-4	-9	3	3
DAGLB inh	-1	-2	-3	1	1
CAL PDZ FP-1	0	-4	-3	.	-3
SR-BI uptake up	10	-6	-21	9	-11
Keap1 Nrf2 FP	4	-4	-6	4	-11
Cardiac RTF inh	1	3	2	-8	-17
CAL PDZ FP-2	-2.7	.	-0.2	-0.3	-2.1
Rtt109 HAT inh	-4	-10	5	5	2

Next section; the last 2 above are carried over.
(4) CCN(CC)S(=O)(=O)c1ccc2c(c1)nc(SCC(=O)N(C)C1CCS(=O)(=O)C1)n2CC (centres undefined)
(5) O=C(Cn1cnc2c(oc3ccccc32)c1=O)NCc1ccco1
(6) Cc1ccccc1OCC(=O)OCC(=O)NCc1ccc2c(c1)OCO2
(7) O=C(CCC(=O)Nc1ccccc1Cl)NNC(=O)Nc1cccc([N+](=O)[O-])c1
(8) CCOC(=O)c1cnn(-c2nc(-c3ccc(F)cc3)cs2)c1C(F)(F)F
(9) COc1cccc2c(Cl)c(CCCl)c(C)nc12
(10) O=C(Cn1c(=O)oc2ccccc21)NC(=O)NCc1ccccc1

Assay by compound	4	5	6	7	8	9	10
C-LANA FP	-0.4	1.5	1.7	-0.1	0.3	0.7	3.4
cardiac RTF act	-6	-1	-3	-3	-1	0	-6
PKA-R2B activ	3	3	2	-12	0	-9	-3
DAGLB inh	1	1	0	-1	-22	-4	-2
CAL PDZ FP-1	.	-3	-6	-2	-2	4	-2
SR-BI uptake up	9	-11	7	8	-12	-6	7
Keap1 Nrf2 FP	4	-11	0	2	4	1	2
Cardiac RTF inh	-8	-17	-4	-7	3	-8	-7
CAL PDZ FP-2	-0.3	-2.1	-0.9	-0.1	-0.4	-1.0	-0.6
Rtt109 HAT inh	5	2	-1	0	-7	-4	-6

(11) O=C(NC1CCCc2ccccc21)c1ccc(Br)cc1 (centres undefined)
(12) COc1ccc(C(=O)N2CCNC(=O)C2CC(=O)Nc2ccc(C)cc2)cc1 (centres undefined)
(13) CC1CC(C)CN(C(=O)c2cc(-c3ccccn3)nc3ccccc23)C1 (centres undefined)
(14) O=C(Nc1ccc(C(=O)N2CCCCC2)cc1)Nc1cccc(Cl)c1
(15) COc1ccccc1NC(=O)c1ccc(COc2ccccc2OC)cc1

Assay by compound	11	12	13	14	15
C-LANA FP	0.1	-2.0	1.2	0.4	2.8
cardiac RTF act	10	6	-7	-3	2
PKA-R2B activ	3	5	-2	-1	13
DAGLB inh	-2	-2	1	3	-6
CAL PDZ FP-1	-1	-6	-1	-5	.
SR-BI uptake up	11	13	21	-30	-3
Keap1 Nrf2 FP	-10	-1	2	2	-1
Cardiac RTF inh	-1	-7	-9	-7	-7
CAL PDZ FP-2	1.0	-1.1	-1.6	-4.6	-0.5
Rtt109 HAT inh	-7	-10	2	-5	-6

By substructure: the compounds so far containing four or more nitrogen atoms
(3) COc1ccc(/C=N/Nc2cc(N(C)C)nc(N(C)C)n2)cc1
(4) CCN(CC)S(=O)(=O)c1ccc2c(c1)nc(SCC(=O)N(C)C1CCS(=O)(=O)C1)n2CC (centres undefined)
(7) O=C(CCC(=O)Nc1ccccc1Cl)NNC(=O)Nc1cccc([N+](=O)[O-])c1

Assay by compound	3	4	7
C-LANA FP	3.5	-0.4	-0.1
cardiac RTF act	5	-6	-3
PKA-R2B activ	-9	3	-12
DAGLB inh	-3	1	-1
CAL PDZ FP-1	-3	.	-2
SR-BI uptake up	-21	9	8
Keap1 Nrf2 FP	-6	4	2
Cardiac RTF inh	2	-8	-7
CAL PDZ FP-2	-0.2	-0.3	-0.1
Rtt109 HAT inh	5	5	0

The listing continues:
(16) Cc1ccc(-c2nc(SCC(N)=O)c(C#N)c3c2CCCC3)cc1
(17) Cc1cc2oc(=O)cc(-c3ccccc3)c2c(C)c1-c1ccc(O)cc1
(18) CC(=O)Oc1ccc2occ(/C=N/c3cc(=O)[nH]c(=S)[nH]3)c(=O)c2c1
(19) COc1ccc(N2CCN(C(=O)CNC(=O)c3nn(-c4ccc(OC)cc4)c(=O)c4ccccc34)CC2)cc1
(20) COc1cccc(C(=O)Nc2nnc(SCC(=O)NC3CCCC3)s2)c1

Assay by compound	16	17	18	19	20
C-LANA FP	4.0	8.3	-0.5	1.9	-1.4
cardiac RTF act	-1	-3	2	3	-7
PKA-R2B activ	-6	0	-6	-3	-8
DAGLB inh	-2	-4	0	2	-1
CAL PDZ FP-1	0	-3	-2	0	-17
SR-BI uptake up	-30	-66	3	.	-3
Keap1 Nrf2 FP	0	5	-3	2	3
Cardiac RTF inh	-2	1	0	8	13
CAL PDZ FP-2	-4.0	-1.6	-3.3	-1.8	-1.5
Rtt109 HAT inh	-5	4	4	7	2

(21) COc1cc(/C=N/n2c(C)n[nH]c2=S)ccc1OCc1ccccc1
(22) CC(C)N(C(=O)Nc1ccc2nccnc2c1)C(C)C
(23) Cc1cc(C)cc(OCC(=O)Nc2ccccc2C(=O)NCc2ccco2)c1
(24) C[C@]1(C2CCCC2)Cc2cc(OCC(=O)O)c(Cl)c(Cl)c2C1=O
(25) COc1ccccc1NC(=O)c1csc(-n2nc(C)cc2C(F)(F)F)n1

Assay by compound	21	22	23	24	25
C-LANA FP	-1.1	1.1	1.2	2.6	-1.0
cardiac RTF act	-6	2	-4	0	-2
PKA-R2B activ	3	-7	4	-2	11
DAGLB inh	-2	-2	-3	4	-4
CAL PDZ FP-1	0	0	0	-7	.
SR-BI uptake up	4	?	-20	7	-22
Keap1 Nrf2 FP	-4	-3	-4	5	-3
Cardiac RTF inh	-17	-2	-24	9	0
CAL PDZ FP-2	-2.1	-0.6	-1.4	-0.2	-1.6
Rtt109 HAT inh	0	-31	6	0	4

(26) CC(C)NC(=O)c1cc(-c2ccc(Br)cc2)on1
(27) O=C(N/N=C/c1ccc(O)cc1O)c1ccc(NC(=O)C2CCCCC2)cc1
(28) COc1ccc(CNC(=O)c2ccc(CS(=O)Cc3ccc(Cl)cc3)o2)cc1 (centres undefined)
(29) CCOc1ccc(N2C(=O)C(=O)/C(=C(/O)c3ccccc3)C2c2ccccc2[N+](=O)[O-])cc1 (centres undefined)
(30) N/C(=N\OC(=O)COc1ccc(Br)cc1Cl)c1cccnc1

Assay by compound	26	27	28	29	30
C-LANA FP	0.1	0.9	1.1	-0.7	-0.2
cardiac RTF act	3	-2	-2	9	3
PKA-R2B activ	-5	-12	5	-8	-6
DAGLB inh	-1	7	3	5	-1
CAL PDZ FP-1	.	-1	13	-8	-6
SR-BI uptake up	2	-29	2	2	6
Keap1 Nrf2 FP	-1	-2	-1	-3	0
Cardiac RTF inh	-6	-5	3	-1	-1
CAL PDZ FP-2	-2.5	-0.4	-1.1	-0.7	-1.1
Rtt109 HAT inh	-7	7	1	3	-6

(31) COc1ccc(N2C(=O)CC(c3cc(OC)c(OC)c(OC)c3)CC2=O)cc1
(32) COc1cc(C(=O)Nc2ccc(S(=O)(=O)Nc3nccc(C)n3)cc2)c([N+](=O)[O-])cc1OC
(33) COc1ccc(C2(CNC(=O)/C=C\c3ccco3)CCCC2)cc1OC
(34) Cc1ccc(S(=O)(=O)C2(C(=O)N3CCN(C4CCCCC4)CC3)CC2)cc1
(35) Cc1n[nH]c(C)c1CCCCOc1ccccc1

Assay by compound	31	32	33	34	35
C-LANA FP	1.2	-0.5	-0.5	-0.5	0.2
cardiac RTF act	-6	4	2	7	-2
PKA-R2B activ	-2	3	-4	-1	-10
DAGLB inh	1	5	1	-2	-2
CAL PDZ FP-1	-2	0	-4	.	.
SR-BI uptake up	4	-4	1	-7	14
Keap1 Nrf2 FP	-1	-2	-10	2	-1
Cardiac RTF inh	5	2	-1	-10	3
CAL PDZ FP-2	0.7	-3.8	-2.3	0.0	-0.2
Rtt109 HAT inh	-3	0	21	-11	-3

(36) COc1ccccc1N1CCN(C(=O)C(=O)N/N=C/c2ccccc2F)CC1
(37) Cc1ccc(Cc2cnc(N3C(=N)SC(c4ccccc4)C3=O)s2)cc1 (centres undefined)
(38) CCOC(=O)c1cccc(NC(=O)CCn2c(=O)oc3ccccc32)c1
(39) C[C@@H]1CN([C@H](C)CO)C(=O)c2cc(NC(=O)Nc3ccc(C(F)(F)F)cc3)ccc2O[C@H]1CN(C)Cc1ccc(Cl)c(Cl)c1
(40) CC1CCN(Cc2c(O)ccc3c(=O)c(-c4nc5ccccc5s4)c(N)oc23)CC1

Assay by compound	36	37	38	39	40
C-LANA FP	-0.1	-0.4	-0.2	-0.3	-0.9
cardiac RTF act	2	2	-2	1	-3
PKA-R2B activ	0	-4	4	-7	-9
DAGLB inh	0	20	-3	2	-2
CAL PDZ FP-1	-5	-5	5	37*	-3
SR-BI uptake up	0	.	.	53	11
Keap1 Nrf2 FP	-2	-1	0	-1	3
Cardiac RTF inh	-17	4	8	-10	-6
CAL PDZ FP-2	-0.4	-0.3	-0.3	-0.2	-1.3
Rtt109 HAT inh	5	3	6	13	8

Bioassay records (PubChem BioAssay)
